# Compound activity as filed in PubChem.
# TCR act = activates T cell receptor signaling; 330,000 tested, under 10 active; Potency, µM (highest dose often 9.22 µM), inactives show at the highest dose activation of IL-2 secretion, actives largely listed as activators; primary human leukocytes, anti-CD3, IL-2 HTRF, 48 h; AID 504894; also: % of control where 0% means no effect
#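 IL-2 produced over 48 hr by a-CD3 bead-stimulated primary human leukocytes exposed to compounds was detected with a homogeneous time-resolved FRET immunoassay, 665nm acceptor signal after 320nm excitation.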
# USP2a inh = blocks human ubiquitin-specific protease USP2a. O75604. USP2 core, Ub-CHOP2 coupled fluorogenic reporter, 485/531. Potency, µM (doses to about 38.3 µM), without a hit: at the top dose activity change, negative = inhibition, most hits filed as inhibitors. actives 0.01% (n = 330,000);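 also: potency is read from the fitted curve at half-maximal effect; plate controls were DMSO wells for no effect and full inhibition by NEM control for full effect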
#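 USP2 core (10nM final) preincubated 30min RT with compound in 20mM Tris-HCl pH 8.0, 2mM CaCl2, 2mM beta-mercaptoethanol, 0.05% CHAPS; 25nM Ub-CHOP2 plus 25nM reporter substrate added, fluorescence (Ex485/Em531) read after 60min.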
# Mito fusion yeast = mitochondrial division inhibition or fusion activation | S. cerevisiae fusion-defective mutant growth rescue, CellTiterGlo 48 h | Potency, µM (doses to about 46.1 µM), for the others: at the top dose growth rescue (activation), usual class: activators | actives 0.23% (n = 320,000) | AID 485298;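 also: potency is read from the fitted curve at half-maximal effect; % of control where 0% means no effect; nearly all actives have a fitted effect of over 45% in size; temperature-sensitive fusion mutants such as fzo1-1 at 37 °C on non-fermentable ethanol glycerol medium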
#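 Compounds are tested for their ability to restore growth of mitochondrial fusion-defective yeast strains at non-permissive 37C in YPEG medium over 48 hours. Viability is quantified by luciferase luminescence.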
# Tb PFK block = blocks T. brucei phosphofructokinase | O15648 | Potency, µM (series often up to 57.5 µM), for the others: at the highest dose activity, negative = inhibition, most hits filed as inhibitors | AID 485367 | T. brucei PFK, ADP-Glo luminescence | actives 0.17% (n = 330,000);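 also: potency is read from the fitted curve at half-maximal effect; 0% = uninhibited 1x PFK enzyme wells and -100% = no-enzyme wells; nearly all actives have a fitted effect of over 60% in size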
#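 Activity is normalized to no-enzyme wells (full inhibition) and 1.25 nM enzyme wells (no inhibition). Reaction: 0.5 mM F6P, 0.1 mM ATP, 45 min RT, ADP-Glo luminescence; concentration-response curves fitted and classed by quality.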
# TSG101-PTAP inh = blocks PTAP/TSG101 interaction to inhibit HIV-1 budding; Q99816; Fluorescence polarization, FITC-PTAP peptide / Tsg101 binding; Potency, µM (highest dose often 115 µM), inactives show top-dose activity change, negative = inhibition, usual class: inhibitors; 340,000 tested, under 10 active; AID 493005; active = well fitted inhibition curve with a large enough effect in the main read-out, with a control signal flat, not every such curve was filed as active; inconclusive = small, poorly fitted or top-dose-only effect, or effect the other way, or a change in a side signal; inactive = no such curve, though single readings can be large or run the other way; also: potency is read from the fitted curve at half-maximal effect; % of control where 0% means no effect
# Target sequence (Q99816 whole entry, looked up): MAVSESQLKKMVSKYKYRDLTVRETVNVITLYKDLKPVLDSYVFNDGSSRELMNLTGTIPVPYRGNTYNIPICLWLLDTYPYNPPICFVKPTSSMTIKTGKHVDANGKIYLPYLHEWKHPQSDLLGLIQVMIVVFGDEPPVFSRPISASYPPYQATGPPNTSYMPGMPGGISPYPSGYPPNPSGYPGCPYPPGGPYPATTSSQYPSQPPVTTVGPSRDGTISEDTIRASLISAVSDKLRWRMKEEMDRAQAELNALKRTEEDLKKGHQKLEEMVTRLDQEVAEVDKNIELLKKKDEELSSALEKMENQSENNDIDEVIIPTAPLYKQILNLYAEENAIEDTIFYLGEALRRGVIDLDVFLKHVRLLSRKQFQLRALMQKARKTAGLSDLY
#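 Tsg101 binding domain (10 uM final) was mixed with compound and a FITC-labeled PTAP peptide (50 nM final) in HEPES pH 7.5 buffer with NaCl, Tween 20, EDTA and TCEP; fluorescence polarization was read after 20 min at r.t.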
# Chronic BCR inh = blocks chronic active B-cell receptor signaling; Potency, µM (top dose mostly 46.1 µM), without a hit: at the highest dose ratio change, negative = lower green/red ratio, usual class: inhibitors; ABC-DLBCL IkBa-CBG/CBR reporter, luminescence ratio, 4 h; actives 0.05% (n = 340,000); active = well fitted inhibition curve with a large enough effect in the signal ratio, with a control signal flat, not every such curve was filed as active; inconclusive = small, poorly fitted or top-dose-only effect, or effect the other way, or a change in a side signal; the % refers to the signal ratio;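 also: potency is read from the fitted curve at half-maximal effect; plate controls were basal doxycycline-induced cells for no effect and cells given 10 µM MG132 for full effect; MG132 reads +100%, hits lower the ratio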
#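 Doxycycline induced both beetle luciferases in TMD8 lymphoma cells; IKK-driven degradation limits the IkappaBalpha-fused green signal, while red luminescence normalises for cell number and nonspecific effects. Compounds tested up to 46 uM, 4 hrs.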
# B2AR arrestin = beta2AR (human) beta-arrestin recruitment activity. actives 0.02% (n = 330,000). beta-arrestin recruitment to beta2AR, cell-based reporter. Potency, µM (titrated, usually from 46.1 µM), without a hit: at the top dose activation, hits mostly activators;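 also: potency is read from the fitted curve at half-maximal effect; 0% = DMSO controls and full agonism = EC100 isoproterenol or metaproterenol; nearly all actives have a fitted effect of over 65% in size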
# TSHR antagonist = antagonists of human thyroid stimulating hormone receptor | TSHR-expressing cells, TSH-stimulated cAMP HTRF, 2 h; hits give low values | activity change, negative = inhibition, % at 11.5 µM | actives 0.2% (n = 330,000) | AID 504810;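 active = activity change below a set negative limit, meaning inhibition stronger than a set level, cut at about -70% in these data; inconclusive = activity change between two set negative limits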; also: % is scaled to controls: 0 for no effect and ±100 for the full control effect
#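 TSHR-expressing cells were treated with compounds, then stimulated with TSH at EC80 (4nM final) for 2 hours at 37 deg C. Cellular cAMP was measured by HTRF competition between lysate cAMP and cAMP-d2 for a cryptate-labelled anti-cAMP antibody.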
# Eya2 phos inh = inhibitors of human Eya2 phosphatase activity. O00167. recombinant Eya2, OMFP fluorescence dephosphorylation (OMFP is methylfluorescein phosphate). Potency, µM (series often up to 76.9 µM), inactives show at the top dose activity, negative = inhibition, hits mostly inhibitors. actives 0.006% (n = 330,000). AID 488837; also: potency is read from the fitted curve at half-maximal effect; % is scaled to controls: 0 for no effect and ±100 for the full control effect
# Target sequence (O00167 whole entry, looked up): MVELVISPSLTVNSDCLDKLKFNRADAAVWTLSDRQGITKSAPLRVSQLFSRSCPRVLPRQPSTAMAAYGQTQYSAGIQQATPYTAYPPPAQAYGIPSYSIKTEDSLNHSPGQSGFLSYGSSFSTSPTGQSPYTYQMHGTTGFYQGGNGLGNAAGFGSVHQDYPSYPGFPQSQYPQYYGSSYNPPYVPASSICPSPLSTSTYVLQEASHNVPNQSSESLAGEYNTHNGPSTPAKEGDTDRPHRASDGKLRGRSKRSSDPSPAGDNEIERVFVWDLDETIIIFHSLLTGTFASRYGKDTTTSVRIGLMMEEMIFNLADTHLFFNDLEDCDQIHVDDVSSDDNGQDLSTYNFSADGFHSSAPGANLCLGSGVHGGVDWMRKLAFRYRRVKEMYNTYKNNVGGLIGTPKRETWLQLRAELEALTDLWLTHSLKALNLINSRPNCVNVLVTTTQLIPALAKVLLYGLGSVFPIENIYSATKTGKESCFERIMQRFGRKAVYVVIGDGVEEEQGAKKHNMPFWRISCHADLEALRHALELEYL
#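 Eya2 (0.2 uM) preincubated 10 min at ambient with compound, then OMFP substrate added at 50 uM; 10 min reaction in 50 mM HEPES pH 7.5, 50 mM NaCl, 5 uM MgCl2, 0.05% BSA, 1 mM DTT. Fluorescence read at Ex 485/Em 525 nm.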
# uPA generation = blocks generation of uPA at the cell surface; Potency, µM (series often up to 38.3 µM), without a hit: top-dose activity change, negative = inhibition, hits mostly inhibitors; cell surface uPA generation assay, qHTS; actives 0.31% (n = 330,000); active = well fitted inhibition curve with a large enough effect; inconclusive = small, poorly fitted or top-dose-only effect; inactive = no such curve, though single readings can be large or run the other way; tested in mouse RAW 264.7 cells; also: potency is read from the fitted curve at half-maximal effect; % is scaled to controls: 0 for no effect and ±100 for the full control effect; nearly all actives have a fitted effect of over 55% in size
# ELG1 repair inh = ELG1-dependent DNA repair inhibition; HEK293T ELG1-luciferase reporter, luminescence, 16 h; DNA damage induced by 5-fluorouridine; Potency, µM (series often up to 46.1 µM), for the others: top-dose activity change, negative = inhibition, actives largely listed as inhibitors; actives 2.3% (n = 330,000); AID 504467; also: potency is read from the fitted curve at half-maximal effect; % is scaled to controls: 0 for no effect and ±100 for the full control effect; nearly all actives have a fitted effect of over 55% in size
#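 DMSO vehicle served as the neutral condition. Each well held 2,000 cells given 5-fluorouridine plus compound; after 16 hr at 37 °C/5% CO2, ONE-Glo was added and luciferase measured 30 min later.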
# An asterisk follows results filed as active; ? = inconclusive; / = not tested or not shown; [ ] = dose if it differs, or a comment. Unless noted, calls follow the shape of the dose curve; as a rule, active = well fitted curve in the direction sought with a large enough effect; inconclusive = small, poorly fitted or top-dose-only effect, or another doubt; inactive = no such curve, though single readings can be large; an effect the other way counts as inactive or inconclusive.
SMILES,TCR act,USP2a inh,Mito fusion yeast,Tb PFK block,TSG101-PTAP inh,Chronic BCR inh,B2AR arrestin,TSHR antagonist,Eya2 phos inh,uPA generation,ELG1 repair inh
O=C(NCCCN1CCC(Cc2ccccc2)CC1)C1CC(=O)N(C2CCCC2)C1 (stereo unspecified),5%,2%,-2%,-12%,-1%,0%,-0.2%,-2,13%,-6%,-2%
Cc1cc(Cl)c(S(=O)(=O)Nc2ccccn2)cc1OCC(N)=O,4%,1%,7%,5%,-4%,5%,-0.3%,24,-2%,1%,8%
COc1ccc(-c2cc3ccc(O)cc3oc2=O)cc1OC,-7%,-5%,15%,-6%,-5%,?,-0.6%,-5,1%,-8%,?
N/C(=N\O)c1ccc(Oc2ccccc2Cl)c([N+](=O)[O-])c1,4%,0%,20%,5%,-13%,-5%,0.2%,7,11%,-6%,5%
Cc1ccc(S(=O)(=O)/C(C#N)=C/c2c(N3CCC(C(N)=O)CC3)nc3c(C)cccn3c2=O)cc1,-22%,-1%,-3%,4%,-2%,?,0.1%,-5,2%,-7%,-16%
CCN(Cc1ccccc1)S(=O)(=O)c1ccc(S(=O)(=O)N2CCN(C)CC2)cc1,/,1%,-3%,-2%,-3%,-9%,-0.1%,3,-15%,-5%,1%
N#CC(c1nc2ccccc2nc1N1CCCC1)S(=O)(=O)c1ccccc1 (stereo unspecified),-5%,-1%,5%,2%,-8%,?,-0.8%,5,5%,-4%,?
CCOC(=O)Cn1cnc2scc(-c3ccc(C)c(C)c3)c2c1=O,0%,1%,-17%,4%,-2%,0%,0.4%,-14,-1%,0%,?
CCc1cc(=O)oc2cc(C)cc(O)c12,-4%,2%,4%,1%,-2%,?,0.2%,26,5%,4%,-23%
CC1CCCN(S(=O)(=O)c2ccc(Cl)s2)C1 (stereo unspecified),5%,0%,-11%,0%,-2%,-7%,0.5%,-6,-3%,-6%,-3%
CN(C(=O)c1ccc(OC2CCN(S(=O)(=O)N(C)C)CC2)cc1)C1CCCCC1,-8%,2%,6%,1%,0%,7%,-0.5%,-1,3%,1%,?
Cc1cc(S(=O)(=O)NCC(C)C)ccc1OCC(=O)NCC1CCCO1 (stereo unspecified),-4%[46.1 µM],-1%,-7%,4%,0%,4%,0.5%,1,4%,2%,1%
COc1ccc(NC(=O)C(=O)N/N=C(\C)CC(=O)Nc2ccccn2)c(OC)c1,1%,1%,-5%,2%,-3%,?,0.0%,-18,1%,5%,-1%
O=C(C1=C[C@H](c2ccccc2)C[C@H](OCCCCO)O1)N1CCOCC1,-3%,-2%,-2%,-4%,2%,5%,-0.4%,-4,-10%,7%,10%
O=C(Cc1ccc(Cl)cc1)NCC(=O)N1CCN(Cc2ccccc2)CC1,7%,-3%,-1%,1%,0%,-3%,-0.2%,0,-5%,-2%,?
N#CC1=C(N)OC2=C(C(=O)CCC2)C1c1cccs1 (stereo unspecified),2%,3%,2%,28%,-7%,-13%,-0.1%,-8,8%,-5%,8%
CC(C)(C)NC(=O)c1ccc2c(c1)CCO2,1%,1%,0%,0%,0%,-2%,-0.1%,5,0%,-5%,-8%
CC(=O)N/C(=C\c1ccc2c(c1)OCO2)C(=O)NC(C(=O)O)c1ccccc1 (stereo unspecified),0%,11%,-2%,2%,0%,0%,-0.8%,-3,-24%,-1%,0%
CCc1ccc(C(=O)N2CCCC2)s1,2%,1%,1%,5%,-2%,3%,0.0%,16,3%,/,0%
COCCNc1ncnc2c1[nH]c1ccccc12,-5%,-6%,-6%,11%,-2%,?,-0.2%,-6,-19%,-1%,15µM*
COc1cccc(CC2(CO)CCN(Cc3cccn3-c3cccnc3)CC2)c1,0%,3%,-5%,5%,-3%,0%,-0.1%,1,-22%,-1%,-10%
COCCCNC(=O)C1CC(=O)OC1c1ccc(OC)c(OC)c1 (stereo unspecified),1%,0%,-1%,-3%,-11%,-11%,-1.3%,0,5%,2%,11%
C[C@H](CO)N1C[C@H](C)[C@@H](CN(C)C)Oc2c(NC(=O)CCC(F)(F)F)cccc2C1=O,-5%,6%,/,-1%,-7%,1%,-2.2%,-4,?,0%,15%
C1COCCNCCOCCOCCN1,-5%,4%,0%,0%,-2%,?,-0.1%,-5,-11%,-4%,-10%
Cc1nnc(N/N=C/c2c(O)n(-c3cccc(C(F)(F)F)c3)c(=O)c3ccccc23)[nH]c1=O,/,1%,-3%,?,/,18%,-0.8%,-4,6%,/,-4%

# Next records.
SMILES,TCR act,USP2a inh,Mito fusion yeast,Tb PFK block,TSG101-PTAP inh,Chronic BCR inh,B2AR arrestin,TSHR antagonist,Eya2 phos inh,uPA generation,ELG1 repair inh
COCCOC(=O)C1=C(C)NC2=C(C(=O)CC(C)(C)C2)C1c1ccc2c(c1)OCO2 (stereo unspecified),1%,1%,-1%,1%,-6%,0%,0.0%,0,-5%,3%,8%
CC(=O)Nc1ccc(NC(=O)C2CC(=O)N(c3cccc(Cl)c3)C2)cc1 (stereo unspecified),5%,-1%,-2%,-3%,0%,-1%,-0.1%,2,3%,3%,15%
O=C(Nn1cnnc1)c1cc(-c2ccccn2)nc2ccccc12,3%,1%,-3%,-1%,0%,1%,0.0%,5,-14%,0%,-8%
C=CCOc1ccccc1CNc1ccccc1C,-6%[46.1 µM],-8%,6%,0%,-2%,?,-0.5%,-10,0%,-2%,16%
O=C(COc1ccccc1)N=C1SC2CS(=O)(=O)CC2N1CCc1ccccc1 (stereo unspecified),-3%,1%,2%,4%,-2%,-1%,-0.9%,-13,-1%,-2%,2%
CC(=O)c1cccc(NC(=O)N2CCCC2C(=O)NC2CCCCC2)c1 (stereo unspecified),7%,6%,8%,1%,-8%,-1%,0.0%,-19,4%,-1%,13%
O=C(CCN1N=C(c2ccccc2)CCC1=O)NCC1COc2ccccc2O1 (stereo unspecified),-7%,-1%,18%,-2%,-3%,-4%,0.2%,6,-10%,4%,?
CCCCCn1c(CNC(=O)CC)nc2ccccc21,7%,-6%,-4%,6%,-3%,5%,-0.1%,5,-6%,-4%,1%
CS(=O)(=O)n1nc(-c2ccco2)nc1N,7%,5%,3%,14%,-1%,-1%,-0.3%,5,4%,2%,12%
COc1ccc(Cl)cc1NC(=S)Nc1ccccc1F,/,1%,-1%,-8%,-1%,4%,-1.9%,-1,-4%,3%,13%
CCCSc1nc2c(c(=O)[nH]c(=O)n2C)n1CC(O)COc1ccccc1 (stereo unspecified),4%,3%,2%,-2%,-6%,-10%,-0.3%,-8,-2%,-1%,?
CCOC(=O)N1CCC(N2Cc3cccc(C(=O)N4CCN(C5CCCCC5)CC4)c3C2=O)CC1,7%,1%,2%,0%,-1%,4%,-0.2%,3,32%,-22%,-5%
N=c1c2c(-c3ccccc3)c(-c3ccccc3)n(Cc3ccccc3)c2ncn1CCO,8%,-11%,1%,2%,-3%,?,-0.1%,21,-14%,-8%,12%
O=C(c1cccc(C(F)(F)F)c1)C1CCCN(C(=O)CN2CCOC2=O)C1 (stereo unspecified),-3%,-3%,-1%,2%,/,?,0.1%,-7,1%,-3%,?
c1ccc(COC2CCCN(Cc3nc(-c4cnccn4)no3)C2)nc1 (stereo unspecified),-43%,-2%,-4%,0%,-4%,-16%,-0.6%,5,-4%,5%,5%
OCCC1CN(Cc2cnc(N3CCOCC3)s2)CCN1C1CCCC1 (stereo unspecified),-3%,-2%,-1%,-5%,-1%,?,-0.4%,23,4%,-4%,5%
CCOC(=O)CN1NC2(CCCCC2)NC1=S,-2%,5%,1%,-17%,0%,8%,0.0%,6,5%,0%,12%
CC(=O)NC1C(c2nc3ccccc3s2)=C(c2ccccc2)C(=O)N1c1ccc(C)cc1 (stereo unspecified),1%,3%,-1%,4%,-9%,?,-1.0%,4,-6%,0%,?
O=C(Nc1ccccc1C(=O)NCCCN1CCOCC1)c1cccc([N+](=O)[O-])c1,6%,1%,-3%,2%,-2%,1%,0.1%,33,-2%,7%,1%
CCc1cc2c3c(c1)C(C)CC(C)(C)N3C(=O)C2=O (stereo unspecified),3%[46.1 µM],1%,4%,?,0%,-1%,0.9%,-7,-12%,-2%,-12%
